# GalR3 antagonist: antagonists of human GalR3; O60755; HEK293 GalR3-CNG cAMP membrane potential fluorescence; galR3 body fused to GalR1 C-terminus; inhibition, % at 3 µM; actives 0.44% (n = 360,000);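 active = inhibition above the screen-wide average plus 3 SD, cut at about 13% in these data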;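 note: forskolin and galanin both at EC90 stimulate the cells; cAMP rise reported by CNG channel membrane potential dye signal; 0% = forskolin plus galanin with DMSO and 100% = forskolin alone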
# Target sequence (O60755 1-299 limits assumed): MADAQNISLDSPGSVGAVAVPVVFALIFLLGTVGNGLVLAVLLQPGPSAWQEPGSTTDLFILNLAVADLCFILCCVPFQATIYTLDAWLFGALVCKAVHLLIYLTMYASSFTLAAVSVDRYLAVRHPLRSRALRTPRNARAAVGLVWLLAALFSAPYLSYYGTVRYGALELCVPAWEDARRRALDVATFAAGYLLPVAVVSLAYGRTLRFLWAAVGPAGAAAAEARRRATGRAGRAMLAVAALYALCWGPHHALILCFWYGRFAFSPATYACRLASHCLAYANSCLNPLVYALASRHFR
# An asterisk follows results filed as active.
Structure | GalR3 antagonist
O=C1OC(c2ccccc2)C(O)=C1c1ccccc1 (stereo not drawn) | -2
COc1ccc(C(O)c2nc(-c3cc4ccccc4o3)cs2)cc1 (stereo not drawn) | -2
Nc1ccn([C@@H]2O[C@H](C(=O)N[C@H](Cc3ccccc3)C(=O)NCc3cccc4c3OCO4)[C@@H](O)[C@H]2O)c(=O)n1 | -7
CC(C)CNc1ncnc2c1ncn2[C@H]1CN(Cc2ccc3c(c2)OCO3)C[C@@H](CO)O1 | -9
CC(C)CC(N)c1csc(Nc2ccc(C(=O)NCCO)cc2)n1 (stereo not drawn) | -7
O=S(=O)(CCNC1CC1)NC1CCCCC1 | -4
CC[C@]12c3[nH]c4cc(-c5ccco5)ccc4c3CCN1C(=O)[C@@H](CC(=O)NCCCN(C)C)C[C@@H]2C(=O)N1CCN(C(=O)c2ccco2)CC1 | -5
O=C(NCc1cc(Cl)cc(Cl)c1)c1csc([C@@H]2O[C@H](CO)[C@H](O)[C@H](O)[C@H]2O)n1 | -7
O=C(CCc1ccccc1)NC1CCS(=O)(=O)C1 (stereo not drawn) | -3
Nc1ncnc2c1ccn2[C@H]1CN(Cc2ccc3c(c2)OCO3)C[C@@H](COC(=O)c2ccccc2)O1 | -7
O=C1[C@H](Cc2ccccc2)NCCCC[C@H](c2ccco2)N1Cc1ccccc1 | -11
COc1ccc(CC2C(=O)NC(C)C(=O)N(C)C3Cc4ccc(cc4)Oc4cc(ccc4O)CC(C(=O)NC(C)C(=O)NC(C)C(=O)N2C)N(C)C3=O)cc1 (stereo not drawn) | 1
COc1ccc(CC(N)c2csc(Nc3nccc(C(F)(F)F)n3)n2)cc1 (stereo not drawn) | -7
COc1ccc2cc(CN(C)C(=O)CN3C(=O)NC4(CCCC4)C3=O)ccc2c1 | -1
O=C(Nc1cccc2ccccc12)c1ccco1 | -7
CC(C)(C)NC(=O)C1(N2C(=O)c3ccccc3C2=O)CCCC1 | -3
S=C(NCCCCN(Cc1ccc(Cl)cc1)c1ccc(Br)cn1)NCCCc1cnc[nH]1 | -5
CCOc1ccc(NC2=CC(=O)C(=O)c3ccccc32)cc1 | -4
CN1OC[C@@H]2CN(C(=O)CCc3ccccc3)[C@H](c3ccc(N4CCCCC4)cc3)C[C@@H]21 | -8
O=C1NC(Cc2ccccc2)c2nc3ccc(Cl)cc3c(=O)n2-c2ncccc21 (stereo not drawn) | -5
O=C(OCC(O)C(O)C(O)C(SCc1ccccc1)SCc1ccccc1)c1ccccc1 (stereo not drawn) | -1
CC(C)(C)n1nnnc1C(c1cc2ccccc2o1)N(CCC#N)Cc1ccccc1 (stereo not drawn) | -8
COc1ccccc1C(=O)OCC(=O)NC12CC3CC(CC(C3)C1)C2 | -6
COCCn1c(=S)[nH]c2cc(C(=O)NC3CCCCCC3)ccc2c1=O | -7
Cc1cc(C)c(NS(=O)(=O)c2ccc3c(c2)oc(=O)n3C)c(C)c1 | -5
Cc1ccc(SCC(=O)NC(=O)NC2CCCC2)c(C)c1 | 3
CN(CC1COc2ccccc2O1)C(=O)CCNS(=O)(=O)c1ccc(F)c(Cl)c1 (stereo not drawn) | -8
Cc1ccccc1NC(=O)COC(=O)CC1CCCC1 | -1
O=C(Cn1cnc2cc([N+](=O)[O-])ccc2c1=O)Nc1cccc(S(=O)(=O)N2CCCCC2)c1 | -4
O=C(N[C@H](C(=O)N1CCC[C@H]1C(=O)NC1CCCC1)C1CCCCC1)c1cccs1 | -7
O=C(O)c1cccc(-c2csc(C(O)c3ccc(F)cc3)n2)c1 (stereo not drawn) | -3
COc1cc(C(=O)c2ccccc2C(=O)O)c(OC)c2c1CCCC2 | -6
CCCC(=O)N1CCCC1(C)C(=O)Nc1ccc2c(c1)CCN2C(C)=O (stereo not drawn) | -7
CCC(c1nnnn1-c1ccc2c(c1)OCCO2)N1CCN(C/C=C/c2ccccc2)CC1 (stereo not drawn) | -10
COc1cccc(C(C)(O)c2nc(-c3cccc(F)c3)cs2)c1 (stereo not drawn) | -6
Cc1noc(C)c1COc1ccc(C(=O)NCC(c2c(F)cccc2Cl)N(C)C)cc1 (stereo not drawn) | 3
COC(=O)c1ccc(N2C(c3cc(OC)cc(OC)c3)=Cc3ccc(-c4cccnc4)cc3C2CC(=O)C2CC2)cc1 (stereo not drawn) | 0
Cc1nc(NC(=O)c2ccccc2)sc1-c1cc(C(=O)N2CCOCC2)nn1Cc1ccccc1 | -5
O=[N+]([O-])c1ccccc1C(=Nc1ccccc1)c1c(O)cc(O)cc1O | -1
O=C(NN=Cc1c(O)ccc2ccccc12)C1CC1 | -7
Clc1ccc2nc(-c3ccco3)c(Cc3ccsc3)n2c1 | -4
CC(C)C1OC(CCc2ccccc2)Cc2[nH][nH]c(=O)c21 (stereo not drawn) | -6
CCCNC(=O)C1(C)CCCN(C(=O)c2ccc(C)c(F)c2)C1 (stereo not drawn) | -5
O=C(c1ccco1)N1CCN(C(=O)c2ccc(Br)o2)CC1 | -6
Cc1noc(C)c1C(=O)OCC(=O)NCc1ccccc1 | 1
CC(=O)NCC1(c2ccccc2)CCN(CC2COc3ccccc3O2)CC1 (stereo not drawn) | -6
COc1cc(-c2cnc3c(NC(C)=O)cc(-c4cccc(C(=O)NCCO)c4)cn23)cc(OC)c1OC | 3
O=[N+]([O-])c1ccc(Nc2cccc3c2[nH]c2c(-c4ccccc4)nccc23)c([N+](=O)[O-])c1 | -6
O=c1[nH][nH]c(=O)c2c1[nH]c(=S)n2Cc1ccccc1 | 2
Cc1ccc(S(=O)(=O)NC(=O)C2(C)CCN2C(=O)C2(c3ccc(Cl)cc3)CC2)cc1 (stereo not drawn) | -5
N#CC(C#N)c1ccnc2ccccc12 | 4
COC(=O)[C@]12C[C@H](CC(=O)NCc3cccc(C(F)(F)F)c3)C(=O)N(Cc3ccc4c(c3)OCO4)C1=C[C@H](C(C)(C)C)O[C@@H]2C | -5
Cc1ccc2oc(=O)ccc2c1 | 1
CC1(C(=O)NS(=O)(=O)c2ccc(C#N)cc2)CCN1C(=O)CC1CCCCC1 (stereo not drawn) | 4
Cc1ccc(S(=O)(=O)N2[C@H](c3ccccc3)CC(=O)[C@@H]3CN(S(=O)(=O)c4ccccc4C)[C@H](c4ccccc4)C[C@@H]32)cc1 | -4
CC1=C(C(=O)N(C)C)CC(CC(=O)NCCCCc2ccccc2)C(=O)N1Cc1ccc(C(C)(C)C)cc1 (stereo not drawn) | -3
COC(=O)c1cc2c(c3c4cc(OC)ccc4n(S(=O)(=O)c4cccc(C)c4)c13)C(=O)N(C)C2 | -7
CCN(C1CCS(=O)(=O)C1)S(=O)(=O)c1ccc(Cl)s1 (stereo not drawn) | -3
CC1(C(=O)NCc2cccc(Cl)c2)Cc2c(-c3ccccc3)ccnc2O1 (stereo not drawn) | -6
O=[N+]([O-])c1cccc(COc2cccc(CN3CCCCC3)c2)c1 | 3

# (further entries)
Structure | GalR3 antagonist
COc1ccc(O)cc1CN1CCN(c2ncc(Cc3ccccc3)cn2)CC1 | -7
COc1cccc(C(O)c2nc(-c3cccc(C#N)c3)cs2)c1 (stereo not drawn) | -8
O=C(c1ccc(F)cc1)C1CCN(C(=O)c2ccc(Cl)cc2)CC1 | -7
CCc1nc2c(OCc3ccc(C#N)cc3)cccn2c1N(C)C(=O)C(C)C | -5
N#Cc1cc2ccncc2c2ccccc12 | -7
CNc1cccc(-c2cccc(O)c2)n1 | -5
O=C1C2C3C=CC(CC3)C2S(=O)(=O)C2C3C=CC(CC3)C12 (stereo not drawn) | -6
COc1cc(F)ccc1-c1cc(C(=O)NCc2cccs2)[nH]n1 | -8
CCOC(=O)[C@]12CCCC=C1N(Cc1ccco1)C(=O)[C@H](CC(=O)N1CCC(c3ccccc3)CC1)C2 | -7
CCNC(=O)C1(C)CCN(C(=O)c2ccc(N(C)C)cc2)C1 (stereo not drawn) | -4
CC(C(=O)N(C)Cc1cccc(F)c1)N1CCN(S(=O)(=O)c2ccc3c(c2)OCCCO3)CC1 (stereo not drawn) | 0
CN(C)c1ccc(-c2csc(C(O)(c3ccccc3)C(F)(F)F)n2)cc1 (stereo not drawn) | -5
O=C(Cn1cc(COc2ccccc2[N+](=O)[O-])nn1)c1ccc(O)cc1 | -5
CCN(CC)C(=O)C1=C(C)N(CCCN2CCCC2=O)C(=O)C(CC(=O)NCc2cccs2)C1 (stereo not drawn) | -5
CCN(CC)S(=O)(=O)c1ccc(N2CC(C(=O)NCCc3c[nH]c4ccccc34)CC2=O)cc1 (stereo not drawn) | 2
COCCNC(=O)C1CCCN(C(=O)c2csc3ccccc23)CC1 (stereo not drawn) | -5
C[C@H]1[C@H](c2ccccc2)Oc2cccc(NCCc3ccccc3)c2S(=O)(=O)N1Cc1ccc(F)cc1 | 1
O=C(O)c1ccc(C=NN2CCCCCC2)cc1 | -4
OCC[C@@H]1C[C@H](O)[C@@H](O)[C@@]2(OCc3ccc4ccccc4c32)O1 | -7
CC1(C)OC2OC(C3COC(=O)O3)C(OC(=O)c3ccccc3)C2O1 (stereo not drawn) | -6
CCOCCC(=O)Nc1ccc2c(c1)c(=O)n(C)n2C/C=C/c1ccccc1 | -4
COC(=O)[C@@]1(Sc2ccc(C)cc2)CC(=O)N(c2ccccc2)[C@@H]1c1ccccc1 | -3
CC(C)OCCCNC(=S)N1CCC(C(=O)c2ccc(F)cc2)CC1 | -7
COc1ccccc1-n1c(Cc2cccc3ccccc23)nnc1SCC(=O)O | -4
C[C@@H]1COc2cc(NCCCN3CCOCC3)ccc2S(=O)(=O)N1 | -6
NC(=O)C1CCN(C(=O)c2ccc(NS(=O)(=O)/C=C/c3ccccc3)cc2)CC1 | -4
CC1(C(=O)Nc2ccc3c(c2)OCO3)CCN1C(=O)c1ccccc1 (stereo not drawn) | -6
Cc1ccc2c(CC(=O)N3CCN(S(=O)(=O)c4ccccc4)CC3)coc2c1 | -2
COc1ccc([C@H]2C[C@@H](n3cc(-c4ccc(F)cc4)nn3)[C@H](O)CN2C(=O)c2cccs2)cc1 | -5
CN(Cc1ccccc1)C(=O)C1(C)CCN1C(=O)Cc1ccc(Cl)cc1Cl (stereo not drawn) | -8
CCCNC(=O)C1(C)CCN(C(=O)c2cccc(OC(F)(F)F)c2)C1 (stereo not drawn) | -5
O=C(Nc1cccc(Cl)c1)c1csc([C@@H]2C[C@H](O)[C@@H](CO)O2)n1 | -6
O=C(CNc1cccc([N+](=O)[O-])c1)N1CCN(S(=O)(=O)c2ccc(Cl)cc2)CC1 | -5
CCOC(=O)C1=CC[C@@H](c2ccccc2C(F)(F)F)N(S(=O)(=O)c2ccc(C)cc2)[C@H]1c1ccc(C#N)cc1 | -8
CCCC(=O)N1CCCC1(C)C(=O)NCCc1ccccn1 (stereo not drawn) | -4
COC(=O)C1CCN(S(=O)(=O)c2c[nH]c(=O)[nH]c2=O)CC1 | -6
COc1ccc(-c2nc3ccc(Cl)cn3c2CC(C)(C)C)cc1OC | -8
Cc1ncc(C(O)c2ccc(N(C)C)cc2)n1Cc1ccccc1 (stereo not drawn) | -8
COC(=O)C1=CN(c2ccccc2OC)C(N)=C(C#N)C1c1cccc([N+](=O)[O-])c1 (stereo not drawn) | -6
CC(C)Cc1ccc(-c2cc3nc(NCCOc4ccccc4)ccn3n2)cc1 | -3
COc1ccc(C2/C=C\CN(S(=O)(=O)c3ccc(C)cc3)CC(=O)N2Cc2cccc(F)c2)cc1 (stereo not drawn) | -5
CC(C)C[C@@H](CN1CCC[C@@H]1CN1C(=S)NC[C@@H]1Cc1ccccc1)N1C[C@H](Cc2ccc(O)cc2)N(CC2CCCCC2)C1=S | 5
Cn1cnnc1SCc1ccc(C(=O)N/N=C(/CCC(=O)O)c2ccc(C(C)(C)C)cc2)cc1 | -2
O=C1CCC(C(=O)OCC(=O)Nc2ccc(SC(F)F)cc2)=NN1 | -6
Cc1ccccc1N1CCN(C(=O)c2cc(-c3ccccc3)nc3c2cnn3C(C)C)CC1 | 0
Cn1ccc2c(-c3ccc(C(C)(C)C)cc3)cc3c(c21)C1CCC3O1 (stereo not drawn) | -3
C[C@@H](N)C(=O)N[C@H]1CCC2C3CC=C4C[C@@H](O)CC[C@]4(C)C3CC[C@@]21C (stereo partly drawn) | -3
CC(CC(=O)Nc1ccc2c(c1)c(=O)n(C)n2-c1cccs1)c1ccccc1 (stereo not drawn) | -7
CC(C)[C@@H]1Cc2[nH]c(=O)[nH]c(=O)c2[C@H](C)O1 | 2
Cc1ccc(C(=O)O)cc1S(=O)(=O)Nc1ccccc1C(=O)NC1CC1 | -3
CC1(C(=O)Nc2ccc(F)c(Cl)c2)Cc2c(-c3cccc(C(N)=O)c3)ccnc2O1 (stereo not drawn) | -2
CC1(C(=O)Nc2ccc3[nH]ncc3c2)CCN1C(=O)CC(c1ccccc1)c1ccccc1 (stereo not drawn) | -4

# Molecules shown so far that contain a furan ring, fused or not:
Structure | GalR3 antagonist
COc1ccc(C(O)c2nc(-c3cc4ccccc4o3)cs2)cc1 (stereo not drawn) | -2
CC[C@]12c3[nH]c4cc(-c5ccco5)ccc4c3CCN1C(=O)[C@@H](CC(=O)NCCCN(C)C)C[C@@H]2C(=O)N1CCN(C(=O)c2ccco2)CC1 | -5
O=C1[C@H](Cc2ccccc2)NCCCC[C@H](c2ccco2)N1Cc1ccccc1 | -11
O=C(Nc1cccc2ccccc12)c1ccco1 | -7
CC(C)(C)n1nnnc1C(c1cc2ccccc2o1)N(CCC#N)Cc1ccccc1 (stereo not drawn) | -8
Clc1ccc2nc(-c3ccco3)c(Cc3ccsc3)n2c1 | -4
O=C(c1ccco1)N1CCN(C(=O)c2ccc(Br)o2)CC1 | -6
CCOC(=O)[C@]12CCCC=C1N(Cc1ccco1)C(=O)[C@H](CC(=O)N1CCC(c3ccccc3)CC1)C2 | -7
Cc1ccc2c(CC(=O)N3CCN(S(=O)(=O)c4ccccc4)CC3)coc2c1 | -2

# Compound activity from PubChem BioAssay.

# The list is partial (hit frequency here may not be typical).
